Source: PubChem (National Center for Advancing Translational Sciences (NCATS))
HP1b binding inh – HP1-beta chromodomain-methylated histone interaction inhibition | AlphaScreen HP1-beta / biotin-H3K9me3 peptide binding | Potency, µM (top dose mostly 114 µM), without a hit: top-dose activity change, negative = inhibition, hits mostly inhibitors | 0.56% of 390,000 active; also: nearly all actives have a fitted effect of over 70% in size; inactives centre near 23
Target sequence (P83916 whole entry, looked up): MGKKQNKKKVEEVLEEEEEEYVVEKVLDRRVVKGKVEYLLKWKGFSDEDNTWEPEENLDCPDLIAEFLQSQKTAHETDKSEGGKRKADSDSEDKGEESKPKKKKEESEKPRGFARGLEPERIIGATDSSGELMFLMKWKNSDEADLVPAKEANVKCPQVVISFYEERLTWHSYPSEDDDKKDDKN
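Compound inhibition of the preformed complex between 50 nM HP1-beta and 50 nM biotinylated H3K9me3 peptide was read by AlphaScreen. Buffer was PBS pH 7.4 with 0.01% Tween-20. Incubations ran 30 min at room temperature, with 10 ug/mL donor/acceptor beads.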
PGK inhibitor – T. brucei PGK inhibition | P07378 | PGK/GAPDH coupled, Kinase-Glo luminescence, 60 min | Potency, µM (series often up to 57.5 µM), without a hit: top-dose activity change, negative = inhibition, actives largely listed as inhibitors | 0.043% of 380,000 active; also: % is scaled to controls: 0 for no effect and ±100 for the full control effect; nearly all actives have a fitted effect of over 60% in size
Target sequence (P07378 whole entry, looked up): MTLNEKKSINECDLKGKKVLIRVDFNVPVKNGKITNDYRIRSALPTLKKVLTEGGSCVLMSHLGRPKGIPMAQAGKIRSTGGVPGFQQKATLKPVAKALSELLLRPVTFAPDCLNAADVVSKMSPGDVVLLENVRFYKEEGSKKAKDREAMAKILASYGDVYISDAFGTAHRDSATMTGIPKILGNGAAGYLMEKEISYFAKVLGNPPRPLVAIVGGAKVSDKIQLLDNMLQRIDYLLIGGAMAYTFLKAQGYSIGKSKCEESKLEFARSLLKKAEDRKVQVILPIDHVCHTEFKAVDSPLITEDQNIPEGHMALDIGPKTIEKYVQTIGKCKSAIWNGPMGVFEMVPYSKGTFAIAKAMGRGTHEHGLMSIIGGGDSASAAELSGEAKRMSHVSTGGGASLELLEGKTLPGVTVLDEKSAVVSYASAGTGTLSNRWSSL
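Luminescent ATP detection (Kinase-Glo Plus) follows a 60-minute room-temperature incubation, with wells lacking PGK as controls. Buffer: 100 mM TEA (pH 7.6), 5 mM MgCl2, 0.01% Tween-20. Coupling enzyme GAPDH (100 nM final) supplies unstable 1,3-BPG in-well.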
Pin1 inh – human Pin1 inhibition; Q13526; 0.009% of 390,000 active; Pin1 FP peptide displacement, HiFluor488, 10 min; Potency, µM (highest dose often 115 µM), for inactives: at the top dose activity, negative = inhibition, usual class: inhibitors; active = well fitted inhibition curve with a large enough effect in the polarisation, with a control signal flat, not every such curve was filed as active; inconclusive = small, poorly fitted or top-dose-only effect, or effect the other way, or a change in a side signal; inactive = no such curve, though single readings can be large or run the other way; the % refers to the polarisation; also: % is scaled to controls: 0 for no effect and ±100 for the full control effect
Target sequence (Q13526 whole entry, looked up): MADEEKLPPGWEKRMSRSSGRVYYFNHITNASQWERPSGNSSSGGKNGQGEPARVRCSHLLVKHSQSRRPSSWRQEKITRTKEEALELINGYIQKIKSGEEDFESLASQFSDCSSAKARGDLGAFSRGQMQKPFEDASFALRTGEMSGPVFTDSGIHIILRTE
BAZ2B inh – inhibitors of human BAZ2B bromodomain | Q9UIF8 | Potency, µM (top dose mostly 114 µM), for the others: top-dose activity change, negative = inhibition, actives largely listed as inhibitors | 4.4% of 360,000 active | AID 504333 | AlphaScreen BAZ2B-H3K14Ac peptide displacement; also: % is scaled to controls: 0 for no effect and ±100 for the full control effect; nearly all actives have a fitted effect of over 60% in size
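Compounds, titrated to a top concentration of 110 uM, were incubated 30 min at room temperature with preformed BAZ2B/acetyl-K14 H3 peptide complex (50 nM each). Proximity signal was measured by AlphaScreen after 20 min with beads.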
G9a block – G9a (human) methyltransferase inhibition | 8.8% of 350,000 active | G9a H3K9 monomethylation, AlphaScreen, 2 h | Potency, µM (doses to about 102 µM), without a hit: at the top dose activity, negative = inhibition, most hits filed as inhibitors; also: % is scaled to controls: 0 for no effect and ±100 for the full control effect; nearly all actives have a fitted effect of over 75% in size
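Signal arises when biotinylated H3K9 peptide, once monomethylated, bridges streptavidin donor and antibody-captured acceptor beads. Enzyme at 20 nM was preincubated 15 min with test compounds; peptide 500 nM and SAM 20 uM then reacted for 2 h.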
GLS inh – blocks human kidney-isoform glutaminase activity; GLS enzymatic activity, qHTS titration; 0.21% of 410,000 active; Potency, µM (highest dose often 45.5 µM), for the others: top-dose activity change, negative = inhibition, most hits filed as inhibitors; AID 624170; O94925; also: % is scaled to controls: 0 for no effect and ±100 for the full control effect
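Read-out is an Amplex red fluorescence increase coupled through glutamate oxidase and HRP, measured before and after 30 min room-temperature incubation. hKGA is in 45 mM KH2PO4 (pH 8.2) with 0.02% Tween-20; glutamine added as 1mM solution.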
JMJD2A Tudor – blocks the human JMJD2A Tudor domain. O75164. AlphaScreen JMJD2A-Tudor / H3K4me3 peptide binding. Potency, µM (highest dose often 114 µM), for inactives: top-dose activity change, negative = inhibition, hits mostly inhibitors. 4.4% of 390,000 active. AID 504339; also: % is scaled to controls: 0 for no effect and ±100 for the full control effect; nearly all actives have a fitted effect of over 50% in size
Pol iota inh – inhibitors of human DNA polymerase iota | Pol iota fluorescent replication assay, 10 min | Potency, µM (doses to about 115 µM), for the others: at the top dose activity, negative = inhibition, hits mostly inhibitors | 1% of 390,000 active | AID 588590
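Pol iota at 10 nM preincubated 15 min with compounds at room temperature; reaction started with fluorescent substrate, 50 nM final. Fluorescence read kinetically at 0 and 10 min; buffer-only wells as negative control.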
BLM inh – blocks DNA unwinding by human BLM helicase; recombinant BLM DNA unwinding, fluorescence dequenching; P54132; 0.2% of 350,000 active; Potency, µM (titrated, usually from 56.1 µM), for inactives: at the highest dose activity change, negative = inhibition, most hits filed as inhibitors;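 also: plate controls were vehicle for no effect and no enzyme for full effect; nearly all actives have a fitted effect of over 35% in size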
Active calls of the source: *; i = inactive; u = inconclusive; x = not tested or not shown; & = joins results of further samples; ! = not confirmed by another sample; [ ] = dose if it differs, or a comment. Unless noted, calls follow the shape of the dose curve; as a rule, active = well fitted curve in the direction sought with a large enough effect; inconclusive = small, poorly fitted or top-dose-only effect, or another doubt; inactive = no such curve, though single readings can be large; an effect the other way counts as inactive or inconclusive. Potency is read from the fitted curve at half-maximal effect.

Values in the order: HP1b binding inh, PGK inhibitor, Pin1 inh, BAZ2B inh, G9a block, GLS inh, JMJD2A Tudor, Pol iota inh, BLM inh
C[C@@H]1O[C@@H](O[C@H]2[C@H](O)[C@@H](O)[C@H](Oc3c(-c4ccc(O)c(O)c4)oc4cc(O)cc(O)c4c3=O)O[C@@H]2CO)[C@H](O)[C@H](O)[C@H]1O
  28%, -15%, 1%, -37%, -12%[2.33 µM], 38%[activator], -17%, u, x
NC(=O)CSc1nnc(COc2ccccc2)n1N
  44%[activator], 1%, -2%, 3%, 18%[59 µM], 7%, 6%, 26%, -2%
O=C(C[C@H]1C[C@H](C(=O)N2CCCCC2)[C@@]2(CCc3ccccc3)c3[nH]c4ccc(Cl)cc4c3CCN2C1=O)NCc1ccco1
  39%, 7%, u, x, x, -1%, -16%, 6%, x
CCCCCCC(C)n1[nH]c(=O)cc1N (stereo not given)
  22%, -3%, 5%, -15%, -1%, u, -3%, -2%, -6%
COc1cc2c(cc1OC)C(c1cccc([N+](=O)[O-])c1)N(C(=O)CCC(=O)O)CC2 (stereo not given)
  26%, -6%, -12%, 4%, -11%, -1%, -3%, u, -2%
O=C(COCc1cc(-c2ccco2)on1)Nc1cc(Cl)ccc1O
  3%, 0%, 12%, -1%, -31%[59 µM], 10%, -16%, -14%, -3%
Cc1coc2cc3oc(=O)c(CC(=O)NCCc4ccccc4)c(C)c3cc12
  35%, 8%, 53%[activator], 1%, -5%[59 µM], -2%, -9%, 6%, 1%
C/C(=N\NC(=O)c1c([N+](=O)[O-])c(C)nn1C)c1ccc(NC(=O)c2ccc(C)o2)cc1
  49%, -2%, 1%, -14%, x, 0%, -26%, 3%, -3%
Cc1ccc(NCC(=O)N/N=C\C(Br)=C\c2ccccc2)cc1
  28%, 5%, 1%, -19%, 20%, 21%, -12%, u, -4%
CCCn1c(N)c(N(CCOC)C(=O)c2cccc(F)c2)c(=O)[nH]c1=O
  53%[activator], -3%, -3%, -22%, -6%, -9%, -19%, 70%[activator], -10%
COc1ccc(/C=N/NC(=O)c2ccco2)cc1Cn1nc(C)cc1C
  36%, -3%, 30%, -20%, u, -3%, -5%, 15%, -5%
COc1ccc(Br)c(C(=O)Nc2cccc(Cl)c2Cl)c1
  56%[activator], 0%, 1%, 24%, u, -1%, 39%[activator], 5%, -2%
O=C(NCCc1ccc(Cl)cc1)C1(c2ccccc2)CC1
  66%[activator], -2%, -4%, -22%, 77%[activator], 9%, 21%, 4%, 1%
COC(=O)c1cc(C(=O)OCC(=O)N2c3ccccc3NC(=O)C2(C)C)cc([N+](=O)[O-])c1
  -9%, i, -11%, u, -21%, 20%, u, -14%, -1%
CC1CCN(C(=O)c2[nH]cnc2C(=O)N2CCN(C(=O)OC(C)(C)C)CC2)CC1
  28%, 2%, -1%, 10%, 14%[0.501 µM], 1%, -25%, -25%, x
Cc1ccc(S(=O)(=O)N2CCCN(C)CC2)cc1
  47%[activator], 7%, -6%, 3%, 24%[2.33 µM], 8%, -7%, 9%, -2%
Cc1ccn2c(=O)nc(SCC(=O)N3CCC(C)CC3)nc2c1
  11%, i, 0%, -3%, -2%, -20%, -11%, -1%, x
CCn1cc(CNCc2c(C(=O)N3CCCCC3)nc3c(C)cccn23)cn1
  26%, 3%, 5%, 1%, 4%, -1%, -1%, 25%, -2%
Cc1nc2sc(C(=O)N(C)c3ccccc3)c(NC(=O)c3ccccc3Cl)c2c(C)c1C
  15%, x, 5%, -8%, 8%[59 µM], -3%, -2%, 10%, -8%
CC/C(=N\NC(=O)c1csc(C)c1C)c1cccs1
  27%, -10%, -8%, 2%, 7%, -9%, 0%, -13%, -1%
CCCCc1nn2c(=O)cc(COC(=O)c3cccc(NC(=O)c4cccc(Cl)c4)c3)nc2s1
  19%, -9%, 5%, -3%, 5%[12.7 µM], 1%, 4%, 0%, -3%
CCOC(=O)C(CC)Sc1cc(C)nc2ccc(OC)cc12 (stereo not given)
  45%[activator], 7%, u, -6%, 20%, -9%, 11%, 146%[activator], -1%
O=C(Nc1nnc(C2=COCCO2)o1)c1cccc([N+](=O)[O-])c1
  27%, i, -2%, 79µM*, -21%, 0%, -15%, 17%, -3%
Cc1cc(=O)[nH]c(SCC(=O)NCCOc2ccccc2)n1
  26%, -11%, -1%, -12%, 0%[59 µM], 0%, -7%, -1%, 0%
CCCCCCCCOC(=O)CCn1[nH]c(=O)c2ccccc2c1=O
  19%, -6%, -7%, -35%, 0%[0.501 µM], 7%, -9%, 17%, -2%
O=C(NCc1ccccc1)N1CCN(c2ccc(Cl)c(Cl)c2)CC1
  19%, -6%, -2%, 9%, 17%[59 µM], 12%, -11%, 6%, -1%
Cc1cc(=O)[nH]c(SCC(=O)NCc2ccc3c(c2)OCO3)n1
  8%, -2%, -2%, 1%, -2%, 0%, -11%, -16%, -2%
CCN(CC)C(=O)Cn1cc(C(=O)C(=O)NCCc2c[nH]c3ccccc23)c2ccccc21
  -6%, 0%, 4%, u, 22%, 3%, u, -16%, -5%
Cc1ccc(NC(=O)c2ccc(Br)cc2)c(C(=O)c2ccccc2)c1
  23%, 11%, 7%, -7%, -9%[59 µM], 3%, -8%, 6%, -6%
Cc1nn(C)c(C)c1S(=O)(=O)N1CCC(CO)(CC2CCCCO2)CC1 (stereo not given)
  29%, -5%, -4%, -14%, x, 3%, -11%, 127%[activator], 3%
COc1ccc(CC(=S)N2CCOCC2)cc1OC
  48%[activator], -6%, -2%, 6%[57.1 µM], -22%[12.7 µM], -4%, 4%, 3%, -3%
Cc1cc(C)c2oc(-c3ccc(Cl)c(NC(=O)c4cccs4)c3)nc2c1
  39%, 10%, 5%, -37%, -27%[59 µM], -3%, -6%, -15%, -6%
Cc1ccc(N(CC(=O)Nc2ccc3c(c2)OCCO3)S(=O)(=O)c2c(C)noc2C)cc1
  -1%, 8%, 1%, -9%, -34%, 4%, -10%[11.4 µM], u, -16%
COc1cc(CC(=O)OCC(=O)N2CCCCC2C)cc(OC)c1OC (stereo not given)
  17%, -2%, -2%, 2%, 11%, 33%[activator], -5%, 41%[activator], -3%
COCCCn1c(Cc2csc(Nc3cccc(Cl)c3)n2)nnc1SCC(=O)OC
  -7%, x, u, u, 28µM*, u, 56µM*, 22µM*, 0%
Cc1cccc(-c2nc(NCCCN(C)C)c3ccccc3n2)c1
  49%[activator], -11%, -7%, -7%, x, -2%, -22%, 6%, 50%[activator]
CCOC(=O)c1c(Cc2cccc(Cl)c2)c[nH]c1C
  27%, 4%, 27%, -32%, u, 7%, -16%, 2%, -11%
CCOCc1c(C(=O)OCC(=O)Nc2ccc(C)c(S(=O)(=O)N(C)C)c2)oc2ccccc12
  22%, i, 9%, -10%, -7%, -18%, -9%, -11%, -5%
CCN(CC)c1nc2n(c(=O)n1)CCO2
  37%, 1%, 0%, -4%, 7%[59 µM], -1%, 7%, -5%, 3%
CN(C(=O)Cn1nc(C(=O)O)c2ccccc2c1=O)C1CCCCC1
  10%, -9%, 2%, x, x, 2%, -16%, 102%[activator], x

Some of the entries above, reformatted:
SMILES	HP1b binding inh	PGK inhibitor	Pin1 inh	BAZ2B inh	G9a block	GLS inh	JMJD2A Tudor	Pol iota inh	BLM inh
COc1cc(CC(=O)OCC(=O)N2CCCCC2C)cc(OC)c1OC (stereo not given)	17%	-2%	-2%	2%	11%	33%[activator]	-5%	41%[activator]	-3%
COCCCn1c(Cc2csc(Nc3cccc(Cl)c3)n2)nnc1SCC(=O)OC	-7%	x	u	u	28µM*	u	56µM*	22µM*	0%
Cc1cccc(-c2nc(NCCCN(C)C)c3ccccc3n2)c1	49%[activator]	-11%	-7%	-7%	x	-2%	-22%	6%	50%[activator]

(cont.)
Values in the order: HP1b binding inh, PGK inhibitor, Pin1 inh, BAZ2B inh, G9a block, GLS inh, JMJD2A Tudor, Pol iota inh, BLM inh
CCOC(=O)c1ccc(N=C2SC(C(=O)NC)CC(=O)N2Cc2ccc(F)cc2)cc1 (stereo not given)
  33%, -5%, -4%, -7%, 11%, -12%, 4%, 174%[activator], 0%
COc1ccc(NC(=O)COc2ccc(Br)cc2)c(OC)c1
  19%, 1%, 8%, -15%, 44%, -10%, -14%, 4%, -2%
CC1=C(C(=O)OCc2ccccc2)C(c2cccs2)NC(=O)N1CCCC(=O)O (stereo not given)
  30%, -1%, -2%, 1%, 19%, -2%, -11%, u, 0%
COc1ccc(C(=O)NNC(=O)CSc2nnc(-c3cccnc3)o2)cc1
  3%, -1%, 1%, -5%, x, 12%, -10%, -21%, -10%
O=C(NCC(=O)N1CCN(c2ncccn2)CC1)c1ccccc1F
  32%, -3%, 1%, x, x, 3%, 9%, 13%, x
O=C(CNC(=O)C1CCCCC1)Nc1ccc(Cl)cc1
  33%, 9%, -2%, -3%, -2%, 2%, 2%, 0%, -2%
O=C(CSc1ccc(Cl)cc1)NNC(=O)c1ccco1
  32%, -8%, -10%, -10%, 29%, 23%, -12%, 13%, 0%
COc1ccc(N2CC(C)Cn3c2nc2c3c(=O)n(CCN3CCOCC3)c(=O)n2C)cc1 (stereo not given)
  5%, 5%, -5%, 2%, -48%, 5%, -8%, 10%, 0%
COc1ccc(N(CC(=O)N2CCc3ccccc3C2)S(C)(=O)=O)cc1Cl
  30%, -5%, -6%, -38%, 50µM*, 5%, 1%, 24%, -1%
CCN(CC)CCOCCOC(=O)C1(c2ccccc2)CCCC1
  12%, 1%, -5%, x, 30µM*!, 7%&-14%, 32µM*, 0%[58.9 µM], 17%
COc1ccc(CNC(=O)c2cc(=O)c3ccccc3o2)cc1
  40%[activator], 5%, 4%, -30%, -22%, 7%, -12%, 32%[activator], -2%
NC(=O)N/N=C/C=C/c1ccc(F)cc1
  26%, 3%, 0%, -2%, 0%, 12%, -4%, 56%[activator], -1%

The list is partial; the hit share may differ from the screen's.
